Screens (PubChem)
M1 ag parental – counter-screen for M1 agonists: effect in parental CHO-K1 cells; Fluo-8 calcium fluorescence; scaled to maximal ATP response, vehicle zero; activation, % at 3 µM; 360,000 compounds, 0.48% hits; AID 602248; in the data active = activation above about 15%;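 note: untransfected CHO-K1 host cells lacking M1 receptor as counterscreen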
CHO-K1 Ca antag – M1 antagonist counterscreen hit in parental CHO-K1 cells; ATP-induced calcium, Fluo-8 fluorescence; inhibition, % at 3 µM; 360,000 compounds, 0.6% hits; AID 602250;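 active = inhibition above a per-plate cutoff, the plate's mean sample inhibition plus 3 SD, cut at about 24% in these data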;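 note: 0% = DMSO plus EC80 ATP and 100% = DMSO alone without ATP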
CHO-K1 Ca PAM – counter-screen for M1 PAMs: effect in parental CHO-K1 cells; AID 602247; 360,000 compounds, 0.02% hits; ATP EC20, Fluo-8 calcium fluorescence; 0% at ATP EC20, 100% at ATP max; activation, % at 3 µM;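 active = activation above the run cutoff, the mean activation of all test compounds plus 3 SD, cut at about 40% in these data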;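 note: peak over basal fluorescence ratio in a 140 s read after ATP addition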
CHRM1 antagonist – blocks human M1 muscarinic receptor; CHO-K1 hM1, Fluo-8 calcium fluorescence, ACh EC80 antagonist; 360,000 compounds, 1.3% hits; P11229; inhibition, % at 3 µM;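 active = percent inhibition above its own plate's cutoff, namely the mean of that plate's compound wells plus 3 SD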;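 note: peak over basal fluorescence ratio during 140 s after agonist addition; 0% = ACh EC80 plus DMSO and 100% = DMSO alone without agonist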
Target sequence (P11229 whole entry, looked up): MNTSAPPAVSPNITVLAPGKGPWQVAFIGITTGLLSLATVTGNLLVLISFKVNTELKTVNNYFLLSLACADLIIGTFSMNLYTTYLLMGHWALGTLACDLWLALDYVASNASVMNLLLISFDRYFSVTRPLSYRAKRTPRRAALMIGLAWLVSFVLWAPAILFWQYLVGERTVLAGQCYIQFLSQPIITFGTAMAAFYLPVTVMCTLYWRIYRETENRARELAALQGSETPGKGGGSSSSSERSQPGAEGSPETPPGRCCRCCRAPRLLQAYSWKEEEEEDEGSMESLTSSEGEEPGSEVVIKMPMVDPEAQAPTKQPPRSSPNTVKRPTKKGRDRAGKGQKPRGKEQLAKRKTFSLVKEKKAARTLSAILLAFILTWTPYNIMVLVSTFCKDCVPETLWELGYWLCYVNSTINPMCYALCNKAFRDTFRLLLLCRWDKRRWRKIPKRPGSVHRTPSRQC
CHRM1 agonist – activates human CHRM1 receptor; P11229; CHO-K1 hM1, Fluo-8 calcium fluorescence, agonist mode; 0% DMSO, 100% acetylcholine EC100; activation, % at 3 µM; 360,000 compounds, 0.33% hits; AID 588814;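 active = activation above the run's mean compound activation plus 3 SD, cut at about 16% in these data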;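 note: peak over basal fluorescence ratio within a 140 s kinetic read after compound addition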
TAAR1 antag – human TAAR1 antagonism | inhibition, % at 3 µM | 360,000 compounds, 1.5% hits | CHO RD-HGA16 TAAR1, Fluo-8 calcium fluorescence, antagonist | AID 624466;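 active = inhibition above a per-plate cutoff, the mean inhibition of test compounds on that plate plus 3 SD, cut at about 49% in these data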;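 note: 0% = DMSO plus EC80 beta-PEA response and 100% = DMSO alone without agonist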
Target sequence (Q96RJ0 whole entry, looked up): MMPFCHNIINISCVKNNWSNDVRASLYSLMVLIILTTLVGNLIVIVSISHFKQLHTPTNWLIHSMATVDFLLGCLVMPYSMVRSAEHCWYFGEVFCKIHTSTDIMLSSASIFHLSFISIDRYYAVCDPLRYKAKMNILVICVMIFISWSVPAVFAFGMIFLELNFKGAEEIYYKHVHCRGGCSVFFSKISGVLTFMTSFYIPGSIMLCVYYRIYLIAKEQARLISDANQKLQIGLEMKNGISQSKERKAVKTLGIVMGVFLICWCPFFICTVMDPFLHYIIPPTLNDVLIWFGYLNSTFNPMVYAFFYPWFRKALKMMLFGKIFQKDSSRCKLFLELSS
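System: RD-HGA16 CHO cells with stable hTAAR1 and Gα16 | Probe or stimulus: EC80 β-phenethylamine stimulus | Dosing: 3 µM, single point | Times: Dye loading 75 min at 37 °C, then 30 min room temperature | Measured by: Fluo-8 calcium-sensitive fluorescence | Read-out basis: % inhibition of agonist calcium response | Replicates: n of 1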
CHO parental Ca – signal in parental CHO cells, OX1R antagonist counter-screen. inhibition, % at 5.6 µM. parental CHO-K1, ATP-induced calcium, Fluo-8 fluorescence. 330,000 compounds, 0.63% hits;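 active = inhibition above that plate's mean sample inhibition plus 3 SD, cut at about 26% in these data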;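 note: 0% = ATP-challenged DMSO wells and 100% = DMSO wells without ATP; some compounds past the cut are filed as inactive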
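Material: Parental CHO cells | Reagent: ATP | Compound dosing: Single nominal dose of 5.6 µM per compound | Detection: Intracellular calcium via Fluo-8 no-wash fluorescent dye | Read-out: % inhibition of ATP-induced calcium mobilization | Benchmarks: Low control ATP plus DMSO, high control DMSO only | Replicates: Singlicate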
TAAR1 agonist – human TAAR1 agonism. CHO RD-HGA16 TAAR1, Fluo-8 calcium fluorescence; vehicle wells 0%, saturating PEA agonist 100%. activation, % at 3 µM. 360,000 compounds, 0.99% hits. AID 624467;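 active = activation above the mean activation of all test compounds in the run plus 3 SD, cut at about 38% in these data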
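Assay system: CHO-derived RD-HGA16 cells with stable Gα16 and human TAAR1; timing: 17-24 h seeding, 75 min 37 °C dye, 30 min RT; read-out: % activation from peak over basal fluorescence ratio, DMSO-to-PEA scaled; measured by: kinetic Fluo-8 calcium fluorescence; benchmarks: low control DMSO, high control PEA (EC100); doses: 3 µM single concentration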
M1 PAM – potentiates human M1 receptor response to acetylcholine | P11229 | CHO-K1 hM1, Fluo-8 calcium fluorescence, ACh EC20; 0% = ACh EC20, 100% = maximal ACh | activation, % at 3 µM | 360,000 compounds, 0.088% hits | AID 588819; in the data active = activation above about 19%, passing the limit was not always enough
The depositor's hits bear a star; · = no result given.

SMILES | M1 ag parental | CHO-K1 Ca antag | CHO-K1 Ca PAM | CHRM1 antagonist | CHRM1 agonist | TAAR1 antag | CHO parental Ca | TAAR1 agonist | M1 PAM
COc1ccc(-c2ccc(CN3C(CC(C)C)C(=O)N(Cc4cn(CC5CCCCC5)nn4)CCS3(=O)=O)cc2)cc1 (stereo not given) | 0.3 | -5 | -12 | -2 | -2 | -8 | · | 0 | 2
COc1cc(S(=O)(=O)Nc2ccc(C)cc2)ccc1N=Cc1c(C)c(C#N)c(=O)n(C)c1O | 2.0 | -1 | 9 | -4 | -9 | -9 | -17 | 10 | 10
O=C(OCCN1C(=O)c2ccccc2C1=O)[C@@H]1CC(O)CN1S(=O)(=O)c1ccccc1[N+](=O)[O-] (stereo not given in full) | 1.6 | -9 | 11 | -4 | -4 | -1 | -11 | -1 | 9
O=C(NCc1ccco1)/C(=C\c1ccccc1)NC(=O)c1ccccc1 | 0.4 | -15 | 4 | -1 | -6 | -2 | -9 | 0 | 9
O=C(Nc1cccc(S(=O)(=O)NC2=NCCC2)c1)c1cc(Cl)ccc1[N+](=O)[O-] | 0.2 | -2 | 6 | 5 | -4 | · | 6 | · | 1
O=C(NCC1CCCO1)C1CC(=O)N(c2ccccc2)C1 (stereo not given) | -0.1 | -12 | 11 | -20 | 3 | 13 | 2 | 2 | 20
NC(=O)C1(N2CCCCC2)CCN(C(=S)Nc2cc(F)cc(F)c2)CC1 | 0.2 | -2 | 16 | -7 | -4 | -3 | -10 | 6 | 8
Cc1ccnc(SCCn2c(N3CCC(C)CC3)nc3c2c(=O)[nH]c(=O)n3C)n1 | 0.7 | -2 | 12 | -2 | -4 | -25 | · | 1 | 4
O=C1C2C3C=CC(CC3)C2C(=O)N1/N=C/c1c[nH]c2ccccc12 (stereo not given) | -0.1 | -1 | 1 | 5 | -7 | -3 | 8 | 8 | 1
C[C@@H](NC(=O)Cn1cnc2c(NCc3ccccc3)ncnc21)c1cccc2ccccc12 | 1.6 | 2 | -4 | -10 | 48* | -4 | -19 | 3 | 9
Fc1ccc(C2CC(c3ccccc3)Nc3ncnn32)cc1 (stereo not given) | -0.1 | 13 | -13 | 10 | -2 | -8 | -11 | 3 | -6
c1cncc(-c2nc(-c3ccc4c(c3)OCCO4)cs2)c1 | 1.4 | -15 | 16 | -22 | -4 | -9 | -19 | 0 | 14
O=C(Nc1cnn(Cc2ccc(Cl)c(Cl)c2)c1)c1nc2ncccn2n1 | 0.7 | -8 | 0 | -1 | -5 | 21 | -6 | 5 | 1
CCOC(=O)CSc1nc(N2CCOCC2)c2c(c1C#N)CC(C(C)C)OC2 (stereo not given) | 0.2 | 6 | -3 | -3 | -7 | -11 | -19 | 3 | 4
CC(NC(=O)COC(=O)c1ccc2ccccc2n1)C1CC2CCC1C2 (stereo not given) | 1.3 | -9 | 0 | -4 | -1 | -13 | -9 | -1 | 8
Cc1ncc([N+](=O)[O-])n1CC(=O)Nc1ccc(F)cc1 | 1.6 | -8 | 8 | -3 | -5 | -8 | -5 | 2 | 3
CCN(CC)CCCCCC(=O)Nc1ccccc1C(=O)Nc1ccccc1 | 0.0 | 3 | 14 | -17 | -9 | -5 | -11 | 1 | 8
CCCCN(C(C)=O)C1CC(=O)N(c2ccc(OCCC)cc2)C1=O (stereo not given) | 0.9 | -11 | 16 | -5 | -3 | -13 | -28 | -2 | 4
Cn1c(-c2ccc(F)cc2)cnc1NCc1ccccc1 | 0.5 | 3 | 15 | 3 | -5 | -4 | 1 | 15 | -8
CC1Cn2c(nc3sc4c(c3c2=O)CCC4)N1CCO (stereo not given) | -0.4 | 8 | -7 | 16 | -4 | -9 | -11 | 12 | -4
Cn1c2ccccc2c2cnn(CC(=O)NCCCN3CCN(c4ccccc4F)CC3)c(=O)c21 | 14 | -4 | -11 | 12 | 0 | -16 | -15 | 9 | -6
COC(=O)C1Sc2[nH]c(=O)sc2C2c3ccccc3OC(=O)C12 (stereo not given) | 1.0 | -2 | 14 | -7 | 1 | -2 | -10 | 11 | 14
CN(C)c1ncnc2c1ncn2[C@H]1CN(Cc2ccc(Cl)cc2)C[C@@H](CO)O1 | 1.5 | -7 | 4 | -1 | -1 | -14 | · | 1 | 0
CC(C)CNS(=O)(=O)c1ccc(CCC(=O)Nc2cc(Cl)ccc2Oc2ccccc2)cc1 | 3.6 | 3 | 15 | 12 | -3 | 63* | 21 | 7 | -17
COc1ccc(N2C(=O)C3CCCN3C2c2cccc(C)c2)cc1 (stereo not given) | -0.1 | 5 | -5 | -3 | -2 | 5 | -6 | 0 | 2

Part of the list above in order of SMILES length, low to high.
SMILES | M1 ag parental | CHO-K1 Ca antag | CHO-K1 Ca PAM | CHRM1 antagonist | CHRM1 agonist | TAAR1 antag | CHO parental Ca | TAAR1 agonist | M1 PAM
CC(NC(=O)COC(=O)c1ccc2ccccc2n1)C1CC2CCC1C2 (stereo not given) | 1.3 | -9 | 0 | -4 | -1 | -13 | -9 | -1 | 8
O=C(Nc1cnn(Cc2ccc(Cl)c(Cl)c2)c1)c1nc2ncccn2n1 | 0.7 | -8 | 0 | -1 | -5 | 21 | -6 | 5 | 1
NC(=O)C1(N2CCCCC2)CCN(C(=S)Nc2cc(F)cc(F)c2)CC1 | 0.2 | -2 | 16 | -7 | -4 | -3 | -10 | 6 | 8
C[C@@H](NC(=O)Cn1cnc2c(NCc3ccccc3)ncnc21)c1cccc2ccccc12 | 1.6 | 2 | -4 | -10 | 48* | -4 | -19 | 3 | 9

(more compounds)
SMILES | M1 ag parental | CHO-K1 Ca antag | CHO-K1 Ca PAM | CHRM1 antagonist | CHRM1 agonist | TAAR1 antag | CHO parental Ca | TAAR1 agonist | M1 PAM
COC(=O)C1=C(C)N(Cc2ccccc2)C(=O)N[C@H]1c1cccc(F)c1 | 2.7 | -14 | 6 | -1 | -4 | 5 | -10 | 2 | 2
COc1ccc(/C=C/C(=O)O)cc1S(=O)(=O)NCc1ccco1 | 0.3 | 2 | -7 | -10 | -1 | -14 | 3 | -1 | 11
CC(=O)N1CC2(CC(c3ccccc3C(F)(F)F)=NO2)CN1c1ccc(Cl)cc1 (stereo not given) | 1.4 | 3 | -5 | 1 | -2 | 7 | · | 3 | -5
CCOC(=O)N1CCN(S(=O)(=O)c2ccc(F)c(C(=O)Nc3cc(C)cc(C)c3)c2)CC1 | -0.7 | -13 | 4 | 4 | -4 | 7 | -21 | 1 | 1
Cc1cccc(Nc2nc(N)nc(CCl)n2)c1C | 0.1 | -3 | 13 | -16 | -3 | -26 | -11 | 6 | 7
COc1cccc(NC(=O)CSc2nc3c(sc4ccccc43)c(=O)n2CCN(C)C)c1 | 0.7 | -14 | 5 | -1 | -1 | -25 | -16 | -1 | 13
CCOC(=O)c1sc(NS(=O)(=O)c2ccc(F)cc2)nc1C | 0.5 | -9 | 17 | -2 | -7 | -5 | -11 | 5 | 5
COc1cccc(OC)c1C(=O)Nc1cccc(-c2ccc3nncn3n2)c1 | 1.2 | -12 | 10 | -21 | 0 | -6 | -11 | 1 | 4
Cc1cc(C)c2cc(CN(Cc3nnnn3C3CCCCC3)CC3CCCO3)c(=O)[nH]c2c1 (stereo not given) | -0.5 | -8 | -3 | -18 | 0 | -4 | -22 | 20 | 4
CC(=O)/C(=N\Nc1ccccc1Cl)Sc1cccc2cccnc12 | 0.2 | 0 | 10 | 3 | -7 | 7 | 4 | -1 | -7
O=C1Nc2ccccc2/C1=C/C(=O)c1cccs1 | 1.8 | 0 | 17 | -17 | 0 | 18 | -2 | 9 | 17
O=S1(=O)N[C@@H](Cc2ccccc2)COc2ccc(Cl)cc21 | -0.1 | -19 | 8 | -4 | -5 | 7 | · | -1 | 2
O=C(c1cccc(S(=O)(=O)N2CCN(c3ccccc3)CC2)c1)N1CCCC(C(F)(F)F)C1 (stereo not given) | 3.8 | -11 | 6 | -4 | 1 | 15 | 34* | 1 | 0
COc1ccc(C(=O)N/N=C(\C)CC(=O)Nc2ccccn2)cc1OC | 1.5 | -12 | 9 | -6 | -3 | -9 | 4 | 1 | 2
O=C(O)c1cccc(NS(=O)(=O)c2cccc3nsnc23)c1 | 0.5 | -9 | 20 | -7 | -2 | 2 | 7 | -1 | 1
O=C(CN1C(=O)c2cccc3cccc1c23)NCc1cccnc1 | 0.6 | -16 | 24 | -35 | 2 | · | -6 | · | 5
NC(c1csc(Nc2ccc(C(=O)NCCO)cc2)n1)C1CCCCC1 (stereo not given) | -0.1 | -10 | 9 | -14 | 0 | -18 | · | 0 | 10
Cc1nn(Cc2ccccc2Cl)c2sc(C(=O)NCc3ccc4c(c3)OCO4)cc12 | 0.4 | 20 | -5 | 12 | 0 | -4 | 6 | 6 | -2
O=C(CSc1nnc(-c2ccccc2Br)o1)N1CCc2ccccc2C1 | 1.5 | -32 | 18 | -12 | -6 | -2 | -23 | 10 | 1
CN(C(=O)CSc1nc2c(c(=O)[nH]1)CCCC2)C1CCCCC1 | 0.1 | -6 | 5 | 5 | -11 | -5 | -20 | 24 | -3
COc1cc(NC(=S)N2CCCCC2C)cc(OC)c1OC (stereo not given) | 0.8 | -7 | 30 | -4 | -7 | -11 | -5 | 2 | 10
CC(=O)Nc1ccc(S(=O)(=O)NCC2(N3CCOCC3)CCCCC2)cc1 | 2.0 | 6 | -10 | 8 | 9 | -11 | · | 5 | 17
Cc1cccc(NC(=O)CSc2nnc(-c3ccccc3)n2N)c1 | 0.2 | 9 | -2 | 0 | -7 | -15 | -9 | 3 | 1
COc1ccc(COn2c(=O)c(C)[n+]([O-])c3ccccc32)cc1OC | 0.7 | 0 | 2 | 3 | -3 | -3 | -6 | 7 | 1
COc1ccc(C(=O)NCC(c2ccco2)N2CCc3ccccc3C2)cc1 (stereo not given) | 6.5 | -13 | 1 | -1 | 8 | 6 | -10 | 40* | 1
(further entries)
SMILES | M1 ag parental | CHO-K1 Ca antag | CHO-K1 Ca PAM | CHRM1 antagonist | CHRM1 agonist | TAAR1 antag | CHO parental Ca | TAAR1 agonist | M1 PAM
CC(=O)N1CCN(C(=O)c2ccc3oc(CCCc4ccccc4)nc3c2)CC1 | 1.4 | -13 | 14 | -7 | -3 | -17 | -14 | 8 | 4
CCN(c1ccccc1)S(=O)(=O)c1c[nH]c2ccc([N+](=O)[O-])cc12 | 3.5 | -8 | -12 | 7 | -1 | 18 | -17 | 5 | -4
Cc1ccc(-c2nc3ccc(C)cn3c2Cc2cccc(Cl)c2)cc1 | 0.0 | -17 | 5 | · | · | -10 | · | 2 | ·
CCCOc1ccc(C(CC(=O)O)NC(=O)c2ccc3c(c2)OCO3)cc1 (stereo not given) | -0.5 | -4 | 9 | 2 | -4 | 8 | 12 | 4 | 0
CC1(c2ccccc2)CCC(=O)NC1 (stereo not given) | 0.6 | -6 | 2 | -4 | -2 | -31 | · | 3 | 0
COc1ccc2nc(C)cc(Nc3ccccc3O)c2c1 | -0.2 | -8 | 18 | -7 | -7 | 4 | -17 | 2 | 8

This is a random part of the collection; any-hit rate near 4.4%.
